Compound activity as filed in PubChem.
bovine MsrA act: activates bovine MsrA enzyme | purified bovine MsrA, absorbance read-out | activation, % at 10.6 µM | 360,000 compounds, 0.3% hits; in the data active = activation above about 7.5%;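 note: 0% = vehicle and 100% = reference activator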
PABP1 MLLE inh: blocks PAM2 peptide binding to the PABP1 MLLE domain; P11940; 360,000 compounds, 0.36% hits; inhibition, % at 20 µM; GST-MLLE / FITC-PAM2 fluorescence polarization; in the data active = inhibition above about 35%, passing the limit was not always enough;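 note: plate controls were DMSO wells with GST-MLLE for no effect and wells lacking GST-MLLE protein for full effect; some results filed as inactive read as strong as hits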
CSN deneddyl inh: inhibitors of human CSN-mediated cullin deneddylation. Q92905. Purified CSN, SCF-Nedd8-OG deneddylation, fluorescence polarization. inhibition, % at 12.5 µM. 360,000 compounds, 0.38% hits. AID 651999;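 active = pattern-corrected inhibition above about 35%, with an unprinted fluorescence ratio check between 0.5 and 1.5, limit read from the data, passing the limit was not always enough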;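 note: 0% = enzyme with substrate and 100% = substrate without enzyme; some results filed as inactive read as strong as hits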
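Detection – fluorescence polarization · System – HEK293T-derived human Csn5 enzyme · Controls – substrate-only high control, full reaction low control · Timing – 90 min, room temperature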
MsrA inh: bovine MsrA inhibition | purified bovine MsrA, absorbance read-out | inhibition, % at 15.5 µM | 360,000 compounds, 0.75% hits | AID 651718; in the data active = inhibition above about 4.5%;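 note: 0% = vehicle wells with enzyme and 100% = reference inhibitor wells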
FAS TE block: inhibitors of human fatty acid synthase thioesterase domain. P49327. 360,000 compounds, 0.67% hits. recombinant FAS-TE, OMFH fluorogenic substrate, fluorescence endpoint. inhibition, % at 15 µM;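 active = compounds whose normalised, plate-corrected inhibition of enzyme fluorescence in the single-dose primary screen is 50% or more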;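 note: 0% = DMSO with enzyme and 100% = substrate without enzyme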
MT1-MMP act inh: blocks activation of human MT1-MMP. HT1080 RFP-PRO-GFP cells, GFP/RFP ratio fluorescence, overnight; percent of plate control window, DMSO zero. GFP/RFP ratio change, % at 20 µM. 360,000 compounds, 0.061% hits;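 active = GFP/RFP ratio change of at least 30% with cell ATP level not reduced by more than half and red fluorescence within 50% of control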; note: strong numbers were not always called active
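Assay system: HT1080 RFP-PRO-GFP cells | Dosing: 20 µM single dose, 1% DMSO | Incubation: Cells overnight before dosing, compound overnight, 37 °C, 5% CO2 | Evaluation: GFP/RFP fluorescence ratio | Control set: DMSO-only wells and HT1080 RFP-L50D-GFP cell wells as references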
Rin1 Abl inh: blocks binding of human Rin1 to Abl | P00519+Q13671 | TR-FRET Rin1/Abl binding, biochemical | inhibition, % at 7.35 µM | 360,000 compounds, 0.4% hits | AID 588664; in the data active = inhibition above about 5%, passing the limit was not always enough
E coli Lon inh: E. coli protease La inhibition. P0A9M0. purified E. coli Lon protease, fluorescence polarization. inhibition, % at 7.94 µM. 360,000 compounds, 0.42% hits. AID 602123; in the data active = inhibition above about 13%, passing the limit was not always enough;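 note: 0% = enzyme with probe and DMSO and 100% = no enzyme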
Target sequence (P0A9M0 whole entry, looked up): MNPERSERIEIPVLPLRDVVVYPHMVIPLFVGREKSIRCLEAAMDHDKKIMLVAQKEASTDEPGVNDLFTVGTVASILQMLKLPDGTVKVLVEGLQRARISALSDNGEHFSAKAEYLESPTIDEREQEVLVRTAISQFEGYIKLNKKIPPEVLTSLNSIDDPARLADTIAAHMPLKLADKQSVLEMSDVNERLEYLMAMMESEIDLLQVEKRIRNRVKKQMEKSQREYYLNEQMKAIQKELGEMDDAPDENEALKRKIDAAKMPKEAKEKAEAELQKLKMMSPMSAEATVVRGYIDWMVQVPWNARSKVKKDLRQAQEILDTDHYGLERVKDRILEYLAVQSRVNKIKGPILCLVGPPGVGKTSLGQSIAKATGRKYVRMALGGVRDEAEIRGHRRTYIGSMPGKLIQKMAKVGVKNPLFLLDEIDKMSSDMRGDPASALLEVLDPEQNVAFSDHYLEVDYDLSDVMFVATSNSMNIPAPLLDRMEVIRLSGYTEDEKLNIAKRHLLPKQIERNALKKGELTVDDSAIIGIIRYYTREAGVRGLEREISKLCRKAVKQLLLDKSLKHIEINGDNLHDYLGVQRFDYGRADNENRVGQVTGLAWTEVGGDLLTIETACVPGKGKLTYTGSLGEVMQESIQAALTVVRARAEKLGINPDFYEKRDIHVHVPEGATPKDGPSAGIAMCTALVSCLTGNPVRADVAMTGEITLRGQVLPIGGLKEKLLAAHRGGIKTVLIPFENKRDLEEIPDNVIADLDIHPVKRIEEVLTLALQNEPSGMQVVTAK
Rpn11 inh: Rpn11 (human) deubiquitinase inhibition | O00487 | human 26S proteasome, Ub4-pepOG fluorescence polarization; 20S core pre-blocked with epoxomicin | calls only at 20 µM | 360,000 compounds, 0.59% hits | AID 588493;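 active = inhibition at 20 µM, scaled to each plate's controls, above about 33%, limit read from the data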
Target sequence (O00487 whole entry, looked up): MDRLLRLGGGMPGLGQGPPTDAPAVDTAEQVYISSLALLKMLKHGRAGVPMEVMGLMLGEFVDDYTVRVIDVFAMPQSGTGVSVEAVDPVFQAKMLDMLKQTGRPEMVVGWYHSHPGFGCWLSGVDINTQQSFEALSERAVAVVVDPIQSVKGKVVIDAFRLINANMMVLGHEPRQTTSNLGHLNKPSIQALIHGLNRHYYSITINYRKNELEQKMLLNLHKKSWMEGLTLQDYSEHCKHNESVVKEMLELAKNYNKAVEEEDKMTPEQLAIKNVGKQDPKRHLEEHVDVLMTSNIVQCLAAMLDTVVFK
Numbers without * were called inactive; i = inactive; nt = no result given.

smiles,bovine MsrA act,PABP1 MLLE inh,CSN deneddyl inh,MsrA inh,FAS TE block,MT1-MMP act inh,Rin1 Abl inh,E coli Lon inh,Rpn11 inh
COc1ccc(OC)c(NC(=O)CSc2nnc(-c3ccncc3)s2)c1,-4,-11,-1,2.2,-4,1,0,-2,i
O=C1COc2ccc(C(=O)C[n+]3cccc(O)c3)cc2N1,-15,2,2,0.1,-11,-11,1,-3,i
COc1ccccc1OCCSc1ncnc2nc[nH]c12,0,3,-1,-0.3,-11,2,-3,19,i
CCC(C)c1ccc(OCCN2CCCC2)cc1 (stereo not given),-2,-6,3,-0.6,-11,3,-1,-8,i
CCC(c1c(C)n(C)n(-c2ccccc2)c1=O)c1c(C)n(C)n(-c2ccccc2)c1=O,-2,-7,0,0.0,-4,-1,-3,11,i
CN1CCN(S(=O)(=O)c2cccc(C(=O)Nc3cccc([N+](=O)[O-])c3)c2)CC1,0,12,1,0.2,3,5,-1,2,i
Cc1ccc(Nc2nc(-c3cccnc3)nc3ccccc23)cc1,-4,10,-1,0.3,16,-7,-6,1,i
C[C@H](CO)N1C[C@H](C)[C@H](CN(C)S(=O)(=O)c2ccc(Cl)cc2)OCc2ccccc2-c2c(n(C)c3ccccc23)C1=O,1,3,6,-0.2,69*,-11,-3,-8,i
Cc1ccc(S(=O)(=O)N(C)C)cc1NC(=O)COC(=O)/C=C/c1cccs1,-4,-27,0,0.7,1,3,-4,-8,i
COc1ccccc1S(=O)(=O)NCc1ccc(C(=O)NC2CCC(O)CC2)cc1 (stereo not given),-13,-12,0,-0.3,-8,1,1,13,i
O=C(CCc1ccc(S(=O)(=O)N2CCOCC2)cc1)OCc1nc2ccccc2s1,-2,-1,3,-0.4,16,3,-7,-4,i
Cc1cc(-c2n[nH]c(=S)n2/N=C/c2ccccc2[N+](=O)[O-])n[nH]1,-3,-30,-1,1.4,-8,0,-1,8,i
O=c1ccc(C(F)(F)F)cn1Cc1cc(=O)n2ccsc2n1,-8,-1,-4,0.9,-6,0,0,9,i
COC(=O)c1ccc(/C=N/Nc2nc(-c3ccc(C)cc3)cs2)cc1,-1,-91,-4,nt,-4,0,-1,3,i
CCOc1ccc(N2C(=O)C3C(C2=O)C3(c2ccccc2)c2ccccc2)cc1 (stereo not given),-1,9,-4,-0.3,19,-3,-1,-9,i
COc1ccc(OCC(=O)N2CCN(S(=O)(=O)c3ccc4c(c3)OCCO4)CC2)cc1,-5,-13,0,0.1,4,-3,0,-21,i
Fc1ccccc1/C=C1\CCCC2=C1NC(=S)NC2c1ccccc1F (stereo not given),0,-35,-7,0.0,4,-6,-3,-5,i
COc1ccc(S(=O)(=O)NCCSCc2cccc(C)c2)cc1Br,-3,18,1,0.2,37,-8,-2,-6,i
O=C(c1cnn2c(C(F)F)cc(C3CC3)nc12)N1CCc2ccccc2C1,-12,1,-3,0.9,1,nt,-1,-17,i
Cc1[nH]c2ccccc2c1CC#N,-4,2,4,1.7,-4,-1,-2,7,i
S=C(Nc1ccccc1)Nc1cccc(Cl)c1Cl,-8,21,-4,-0.4,0,1,-1,1,i
CN1CCN(c2ccc(Cl)cc2NC(=O)C2COc3ccccc3O2)CC1 (stereo not given),1,4,1,-1.5,14,-13,4,-5,i
Cc1nnc(SCC(=O)NCc2ccc3c(c2)OCO3)s1,-3,-3,0,0.1,-7,10,4,2,i
O=C(CN1CCN(c2ccc(Cl)cc2)CC1)c1ccc2c(c1)OCO2,-6,7,2,-0.1,3,3,-3,3,i
O=C(CN1CCN(c2ccccc2O)CC1)NC(=O)NCc1ccco1,-7,-7,-12,0.1,-6,3,0,-8,i
CC1=C(C(=O)N(C)C)CC(CC(=O)NCc2cccs2)C(=O)N1Cc1ccc(F)cc1 (stereo not given),-3,-3,-6,-2.1,0,0,3,4,i
C=CCSc1nc2sc(C)c(C)c2c(=O)n1N,-4,4,1,0.3,-9,4,-4,-5,i
Nc1nccc(-c2cccs2)n1,-1,-5,3,0.5,0,1,-5,6,i
Cc1ccc(F)c(NC(=S)Nc2cccc3ccccc23)c1,-7,15,26,-0.9,4,-1,-1,5,i
CC(OC(=O)CCC1CCCCC1)C(=O)Nc1ccc(S(N)(=O)=O)cc1 (stereo not given),-6,-30,-2,0.9,1,1,1,-6,i
C=CCSc1nc2c(cnn2-c2ccc(C)c(C)c2)c(=O)[nH]1,-2,15,4,0.3,-8,1,-1,1,i
O=C(NN1C(=O)C2C3C=CC(C4CC34)C2C1=O)c1ccc(Cl)cc1Cl (stereo not given),-9,-6,-1,-0.2,-5,-4,2,1,i
CCCSc1nnc(-c2c[nH]c3ccccc23)n1C,-2,11,-5,0.9,-4,-4,6,-10,i
Cc1cc(=O)[nH]c(SCC(=O)c2ccc(C(C)C)cc2)n1,-1,3,-6,0.3,-6,7,-1,-2,i
Cc1ccc(CC(=O)N2CCN(c3cccc(C(F)(F)F)c3)CC2)cc1,3,10,-4,0.4,27,2,0,2,i
CCOC(=O)C1=NNC(C(=O)c2ccc(C)cc2)C1c1ccc(OC)cc1 (stereo not given),0,-7,1,1.2,10,-1,3,-1,i
CCN(CC(=O)NCc1ccc(F)cc1)CC(=O)NC1CCCC1,-1,-8,-2,-0.3,-6,-1,0,-2,i
COc1ccc(/C=N/N2C(=O)CSC2=S)cc1Br,-6,-101,58*,0.0,-10,-8,-1,-308,nt
Cc1[nH][nH]c(=O)c1C(c1ccc(-c2ccc(C(=O)O)cc2)o1)c1c(C)[nH][nH]c1=O,-3,18,-4,0.0,20,-4,7,4,i
O=C(O)c1cc2nc(-c3ccc(F)cc3)cc(C(F)(F)F)n2n1,-4,2,-8,2.6,-3,-2,2,-8,i

Molecules shown so far containing a furan ring, fused or not, in the order listed:
smiles,bovine MsrA act,PABP1 MLLE inh,CSN deneddyl inh,MsrA inh,FAS TE block,MT1-MMP act inh,Rin1 Abl inh,E coli Lon inh,Rpn11 inh
O=C(CN1CCN(c2ccccc2O)CC1)NC(=O)NCc1ccco1,-7,-7,-12,0.1,-6,3,0,-8,i
Cc1[nH][nH]c(=O)c1C(c1ccc(-c2ccc(C(=O)O)cc2)o1)c1c(C)[nH][nH]c1=O,-3,18,-4,0.0,20,-4,7,4,i

3 consecutive compounds from above:
smiles,bovine MsrA act,PABP1 MLLE inh,CSN deneddyl inh,MsrA inh,FAS TE block,MT1-MMP act inh,Rin1 Abl inh,E coli Lon inh,Rpn11 inh
C=CCSc1nc2c(cnn2-c2ccc(C)c(C)c2)c(=O)[nH]1,-2,15,4,0.3,-8,1,-1,1,i
O=C(NN1C(=O)C2C3C=CC(C4CC34)C2C1=O)c1ccc(Cl)cc1Cl (stereo not given),-9,-6,-1,-0.2,-5,-4,2,1,i
CCCSc1nnc(-c2c[nH]c3ccccc23)n1C,-2,11,-5,0.9,-4,-4,6,-10,i

Remaining list, next part:
smiles,bovine MsrA act,PABP1 MLLE inh,CSN deneddyl inh,MsrA inh,FAS TE block,MT1-MMP act inh,Rin1 Abl inh,E coli Lon inh,Rpn11 inh
CCOc1cc(S(=O)(=O)N2CCCC2)c(C)cc1C,-4,-1,-1,1.9,-9,-2,1,-1,i
COc1cc(C(O)CO)ccc1O (stereo not given),-3,4,0,2.5,-3,1,0,-1,i
CC(=O)OCC(=O)C1CCC2C3CCC4=CC(=O)C=CC4(C)C3CCC12C (stereo not given),-1,5,-3,1.4,3,2,2,5,i
COc1ccc(NC2CCCN(C(=O)c3ccc(C(C)=O)s3)C2)cc1 (stereo not given),-11,12,2,0.3,-3,-5,1,4,i
Cc1cccc(NC(=S)N(Cc2cccs2)Cc2cc3cc(C)ccc3[nH]c2=O)c1,-3,-124,-8,-0.6,24,-48,-1,3,i
COc1ccc(N2CCN(C(=O)c3ccc(OCC4CCCO4)cc3)CC2)cc1 (stereo not given),-4,-4,0,-0.9,-2,-4,-5,8,i
N#Cc1ccc(NC(=O)C2CC(c3ccc(F)cc3)=NO2)cc1 (stereo not given),-1,-6,-1,0.1,0,18,2,2,i
O=C1CCCc2nc(N3CCCCC3)sc21,-3,-7,-2,5.8*,-2,14,-1,-10,i
O=C(Oc1ccc(Br)cc1)c1n[nH]c(=O)c2ccccc12,-2,-4,3,0.1,-4,4,-1,2,i
CCOC(=O)c1sc2nc(-c3ccccc3)ccc2c1N,-4,4,-4,-0.4,-1,5,-1,1,i
CSCC[C@@H](C(=O)Nc1ccc2c(c1)OCCO2)N1Cc2ccccc2C1=O,-5,-8,3,0.7,-1,1,-2,-8,i
COc1cc(OC)cc(C(=O)NC2CCN(Cc3nnnn3Cc3ccc(F)cc3)CC2)c1,-9,0,0,-1.7,-8,11,-1,0,i
CSC1=NC(NCCCO)c2c(sc3c2CC(C)(C)OC3)N1 (stereo not given),0,6,-1,-0.6,-2,-1,0,2,i
Cn1cnnc1SCC(=O)N(Cc1ccc2c(c1)OCO2)C1(C(=O)NC2CCCCC2)CCCC1,-1,-9,5,0.5,-2,-5,2,-2,i
COc1ccc(Cl)cc1NC(=O)COC(=O)c1cc(C)oc1C,-1,-2,0,1.4,28,-1,-2,-10,i
CN(C(=O)CSc1nnc(-c2ccc(F)cc2)c2ccccc12)C1CCS(=O)(=O)C1 (stereo not given),-10,-26,2,-0.5,-6,5,0,0,i
CCc1cc(=O)oc2c(C)c(OCC(=O)NCC3CCC(C(=O)O)CC3)ccc12 (stereo not given),-8,10,3,1.8,-8,2,0,2,i
C/C(=C/C=N/Nc1nc(N2CCCCC2)nc(N2CCCCC2)n1)c1ccccc1,-2,10,-3,-1.2,14,-3,3,-1,i
O=C(NCCc1ccccc1)C1CCN(S(=O)(=O)c2ccc(Br)s2)CC1,-7,7,5,-1.5,11,1,-1,4,i
CCOC(=O)c1c(C)[nH]c(C(=O)OCC(=O)Nc2sc(C(=O)N(C)C)c(C)c2C(=O)OCC)c1C,-2,-7,-1,0.2,21,0,1,10,i
CCOc1ccc2[nH]c(C)c(CN3CCN(C)CC3)c(=O)c2c1,2,-7,3,1.2,-9,2,-2,-2,i
COc1cc(S(=O)(=O)N2CCN(C(=O)c3ccco3)CC2)c(OC)cc1C,-6,-6,-4,1.0,-3,0,-2,-1,i
O=C1CCC(C(=O)OCc2cc(Cl)ccc2OC(F)F)N1 (stereo not given),-1,0,1,0.2,-6,-3,-3,18,i
COc1ccccc1NC(=O)c1ccc(NC(=O)CNC(=O)c2ccc(OC)c(OC)c2)cc1,0,6,-1,-0.8,-3,-2,-3,-1,i
COc1ccccc1NC(=O)c1ccc2nc(C)sc2c1,0,5,2,-0.3,-1,0,0,0,i
CCOC(=O)Cc1csc(NC(=O)c2ccncc2)n1,1,-2,-1,1.4,-8,5,1,2,i
CCC(CC)C(=O)Nc1cccc(C(=O)NCCc2ccccc2)c1,-2,8,-4,-0.9,-2,-1,4,0,i
CSc1nnc(-c2ccc(S(=O)(=O)N3CCCCC3)cc2)o1,-2,9,-2,-1.2,0,-1,2,-17,i
O=C1/C(=C/c2cccc(F)c2)SC(=S)N1NS(=O)(=O)c1ccccc1,-3,-2,6,3.5,6,4,-2,3,i
Cc1cc(NC(=O)c2ccc(Cl)cc2)c(C(C)C)cc1O,-3,-12,-4,0.6,-4,5,0,6,i
CCCCSc1[nH]c(=O)c(C(=O)OCC)cc1C#N,-4,-5,-1,2.7,-7,-2,-1,6,i
FC(F)(F)c1ccc2c(c1)C1C=CCC1C(c1ccncc1)N2 (stereo not given),-4,-3,10,1.6,14,-3,4,5,i
